CHRM1 agonist: activates human CHRM1 receptor; CHO-K1 hM1, Fluo-8 calcium fluorescence, agonist mode; 0% DMSO, 100% acetylcholine EC100; activation, % at 3 µM; 0.33% of 360,000 active;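 active means activation above the run's mean compound activation plus 3 SD, cut at about 16% in these data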;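 further: peak over basal fluorescence ratio within a 140 s kinetic read after compound addition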
Target sequence (P11229 whole entry, looked up): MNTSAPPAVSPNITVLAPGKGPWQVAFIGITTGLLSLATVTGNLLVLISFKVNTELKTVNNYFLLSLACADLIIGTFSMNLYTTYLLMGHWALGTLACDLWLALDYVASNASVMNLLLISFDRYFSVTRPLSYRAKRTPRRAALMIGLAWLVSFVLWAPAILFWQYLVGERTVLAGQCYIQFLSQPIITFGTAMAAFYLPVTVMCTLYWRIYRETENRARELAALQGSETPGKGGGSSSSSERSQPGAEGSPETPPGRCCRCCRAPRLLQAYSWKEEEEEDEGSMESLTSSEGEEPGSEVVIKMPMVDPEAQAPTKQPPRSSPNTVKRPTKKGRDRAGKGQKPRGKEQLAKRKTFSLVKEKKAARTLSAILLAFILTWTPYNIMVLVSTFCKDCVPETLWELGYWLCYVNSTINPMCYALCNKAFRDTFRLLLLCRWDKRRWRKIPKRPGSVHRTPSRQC
M1 ag parental: counter-screen for M1 agonists: effect in parental CHO-K1 cells; Fluo-8 calcium fluorescence; scaled to maximal ATP response, vehicle zero; activation, % at 3 µM; 0.48% of 360,000 active; in the data active means activation above about 15%;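 further: untransfected CHO-K1 host cells lacking M1 receptor as counterscreen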
OXTR potentiator: potentiates the human oxytocin receptor response; AID 2445; CHO-OTR cells, Fluo-8 calcium fluorescence, potentiator mode; 0% = oxytocin EC15, 100% = EC100; 0.061% of 320,000 active; activation, % at 3 µM; P30559;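 active means activation above that plate's cutoff, the mean activation of tested compounds plus 3 SD, cut at about 6.6% in these data, passing the limit was not always enough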;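 further: 100% uses oxytocin at 75 nM as the full agonist control; some results filed as inactive read as strong as hits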
Target sequence (P30559 whole entry, looked up): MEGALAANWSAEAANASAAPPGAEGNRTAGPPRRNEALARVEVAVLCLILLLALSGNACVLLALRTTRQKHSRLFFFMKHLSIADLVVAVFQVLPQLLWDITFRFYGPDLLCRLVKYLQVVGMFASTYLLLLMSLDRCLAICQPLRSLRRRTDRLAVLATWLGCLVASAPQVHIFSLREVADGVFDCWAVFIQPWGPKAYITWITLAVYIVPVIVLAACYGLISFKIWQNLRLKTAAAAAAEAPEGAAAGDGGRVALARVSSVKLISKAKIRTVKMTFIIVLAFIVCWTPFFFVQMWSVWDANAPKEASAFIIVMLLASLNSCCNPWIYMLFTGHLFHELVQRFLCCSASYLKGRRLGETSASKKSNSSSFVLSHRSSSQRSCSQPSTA
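Material: CHO-OTR cells, human receptor; compound dosing: single dose, 3.0 µM nominal final compound concentration; schedule: 6 min compound pre-incubation at room temperature, 100 s kinetic read; measured by: kinetic Fluo-8 calcium fluorescence; read-out basis: % activation vs EC15 and EC100 oxytocin; controls: EC15 oxytocin alone as 0%, 75 nM oxytocin as 100%; replicates: singlicate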
TAAR1 ag: human TAAR1 agonism. Q96RJ0. CHO RD-HGA16 TAAR1, Fluo-8 calcium fluorescence; vehicle wells 0%, saturating PEA agonist 100%. activation, % at 3 µM. 0.99% of 360,000 active;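 active means activation above the mean activation of all test compounds in the run plus 3 SD, cut at about 38% in these data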
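Signal – calcium-sensitive Fluo-8 signal, excitation 470-495, emission 515-575 nm · System – RD-HGA16 (CHO) cells co-expressing Gα16 and hTAAR1 · Incubation – 17-24 h seeding, 75 min 37 °C dye, 30 min RT · Compound dosing – 3 µM single concentration · Repeats – no replicates (n 1)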
CHO-K1 Ca PAM: nonselective activator or artifact in parental CHO-K1 calcium assay; ATP EC20, Fluo-8 calcium fluorescence; 0% at ATP EC20, 100% at ATP max; activation, % at 3 µM; 0.02% of 360,000 active; AID 602247;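 active means activation above the run cutoff, the mean activation of all test compounds plus 3 SD, cut at about 40% in these data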;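 further: peak over basal fluorescence ratio in a 140 s read after ATP addition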
TAAR1 antag: antagonists of human TAAR1 | Q96RJ0 | CHO RD-HGA16 TAAR1, Fluo-8 calcium fluorescence, antagonist | inhibition, % at 3 µM | 1.5% of 360,000 active;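 active means inhibition above a per-plate cutoff, the mean inhibition of test compounds on that plate plus 3 SD, cut at about 49% in these data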;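 further: 0% = DMSO plus EC80 beta-PEA response and 100% = DMSO alone without agonist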
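test system = CHO RD-HGA16 cells bearing hTAAR1 | replication = singlicate | controls = DMSO-only wells and EC80 β-PEA-stimulated wells | reagent = EC80 β-phenethylamine stimulus | read-out basis = percent inhibition of PEA-evoked calcium signal, max/basal emission ratio | schedule = seeding 17-24 h prior, 75-min 37 °C, 30-min RT dye loading | signal = kinetic Fluo-8 calcium fluorescence measurement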
CHO parental Ca: signal in parental CHO cells, OX1R antagonist counter-screen; inhibition, % at 5.6 µM; parental CHO-K1, ATP-induced calcium, Fluo-8 fluorescence; AID 463079; 0.63% of 330,000 active;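 active means inhibition above that plate's mean sample inhibition plus 3 SD, cut at about 26% in these data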;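 further: 0% = ATP-challenged DMSO wells and 100% = DMSO wells without ATP; some compounds past the cut are filed as inactive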
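Test system: parental CHO cells; detection: calcium-sensitive Fluo-8 fluorescence; evaluation: percent inhibition of calcium signal; also added: ATP as calcium-mobilizing challenge; repeats: one well per compound; control set: ATP-challenged DMSO wells low, unchallenged DMSO wells high; compound: single nominal dose of 5.6 µM per compound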
V1R ag counter: counter-screen for oxytocin receptor agonists: human V1a receptor agonists. P37288. activation, % at 3 µM. 0.25% of 320,000 active. CHO-V1R cells, Fluo-8 calcium fluorescence, agonist mode; 0% DMSO, 100% 3 nM vasopressin;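 active means activation above the mean activation of all tested compounds plus 3 SD, per screening run, cut at about 20% in these data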;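 further: signal is peak over basal fluorescence ratio across a 100 second FLIPR read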
CHO-K1 Ca antag: nonselective inhibitor or artifact in parental CHO-K1 cells. ATP-induced calcium, Fluo-8 fluorescence. 0.6% of 360,000 active. inhibition, % at 3 µM. AID 602250;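 active means inhibition above a per-plate cutoff, the plate's mean sample inhibition plus 3 SD, cut at about 24% in these data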;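 further: 0% = DMSO plus EC80 ATP and 100% = DMSO alone without ATP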
Starred values were filed as active, the others as inactive; . = not tested or not shown.

#1 N/C(=N\OC(=O)COc1cc(Cl)c(Cl)cc1Cl)c1ccncc1
#2 O=C(C1CC(c2ccc(F)cc2)=NO1)N1CCN(Cc2ccccc2)CC1 (centres undefined)
#3 O=C1CCC(=O)N1c1ccccc1
#4 O=C(CCS(=O)(=O)c1ccc(Cl)cc1)N1CCN(S(=O)(=O)c2cccs2)CC1
#5 Cc1nc2sc3c(c2c(=O)o1)CC(C)(C)OC3

Compound	1	2	3	4	5
CHRM1 agonist	.	-1	-1	-3	-1
M1 ag parental	.	0.5	0.6	1.6	-0.2
OXTR potentiator	-15	-1	-4	-12	4
TAAR1 ag	14	1	4	2	5
CHO-K1 Ca PAM	.	2	-6	18	1
TAAR1 antag	-1	-30	-6	8	-8
CHO parental Ca	2	-11	-1	2	3
V1R ag counter	-0.2	0.7	1.0	2.2	1.3
CHO-K1 Ca antag	.	-5	-3	-14	-3

#6 Cc1ccc(C(=O)CSc2nnnn2Cc2ccccc2)cc1C
#7 CCNc1ccc(Br)cc(C(=O)/C=C/c2ccccc2Cl)c1=O
#8 CCOc1ccc(-c2cc(C(=O)NCc3cc(OC)cc(OC)c3)[nH]n2)c(C)c1
#9 Cc1nc(SCC(=O)NCC2CCCO2)nc(C)c1C (centres undefined)
#10 O=C(NCc1ccccc1)c1cc(-c2cccs2)on1

Compound	6	7	8	9	10
CHRM1 agonist	-4	-2	-4	-2	-7
M1 ag parental	-0.2	0.5	0.4	0.0	0.5
OXTR potentiator	-5	3	.	0	1
TAAR1 ag	0	3	-2	6	6
CHO-K1 Ca PAM	-19	17	7	-1	8
TAAR1 antag	-9	26	-37	-4	-4
CHO parental Ca	4	0	.	2	-7
V1R ag counter	0.4	0.7	.	0.9	-1.0
CHO-K1 Ca antag	20	-4	1	-7	-8

Random excerpt: 2 entries already listed
#7 CCNc1ccc(Br)cc(C(=O)/C=C/c2ccccc2Cl)c1=O
#6 Cc1ccc(C(=O)CSc2nnnn2Cc2ccccc2)cc1C

Compound	7	6
CHRM1 agonist	-2	-4
M1 ag parental	0.5	-0.2
OXTR potentiator	3	-5
TAAR1 ag	3	0
CHO-K1 Ca PAM	17	-19
TAAR1 antag	26	-9
CHO parental Ca	0	4
V1R ag counter	0.7	0.4
CHO-K1 Ca antag	-4	20

Other entries follow.
#11 O=C(N/N=C/c1cccnc1)C1CCCN(S(=O)(=O)c2ccccc2)C1 (centres undefined)
#12 COc1ccc2cc(CN(CCCN3CCOCC3)Cc3nnnn3C3CCCC3)c(=O)[nH]c2c1
#13 CCCCNC(=O)Cn1cnc2c(cnn2-c2ccc(C)c(C)c2)c1=O
#14 CCOC(=O)c1cccc(NC(=O)CCc2nnc3ccc(N4CCOCC4)nn23)c1
#15 O=C(NC(=S)N1CCc2ccccc21)c1ccco1

Compound	11	12	13	14	15
CHRM1 agonist	-4	-7	2	-9	-6
M1 ag parental	1.0	-0.2	-0.5	0.5	-0.5
OXTR potentiator	-8	-5	-1	-15	-4
TAAR1 ag	3	0	5	3	4
CHO-K1 Ca PAM	2	-4	6	-12	0
TAAR1 antag	-9	-14	10	12	-19
CHO parental Ca	-9	-9	-5	-10	-14
V1R ag counter	-0.5	0.6	-0.5	-1.0	0.2
CHO-K1 Ca antag	4	-9	-30	-17	7

#16 CC(C)C[C@@H](CN)NC(=O)c1nc[nH]c1C(=O)N[C@@H](CC(=O)O)C(=O)CNC[C@H](C)NC(=O)c1nc[nH]c1C(=O)N[C@@H](CC(=O)O)C(=O)O
#17 O=C(Nc1ccccc1)Nc1ccc(C(=O)N2CCOCC2)cc1
#18 Cc1ccc(S(=O)(=O)N(C)C)cc1NC(=O)c1cc(=O)c2ccccc2o1
#19 Cc1cccc(N2C(=O)CC(n3ccnc3)C2=O)c1C (centres undefined)
#20 COc1cc(OC)c(N(C)S(=O)(=O)c2cccc(C(=O)OCC(=O)N(C)C3CCCCC3)c2)cc1Cl

Compound	16	17	18	19	20
CHRM1 agonist	-2	-3	-9	-3	-5
M1 ag parental	-0.3	0.4	2.5	0.6	0.6
OXTR potentiator	.	-6	-2	1	.
TAAR1 ag	0	6	0	5	2
CHO-K1 Ca PAM	-11	12	15	18	19
TAAR1 antag	6	-17	10	-14	7
CHO parental Ca	.	-11	-18	-13	.
V1R ag counter	.	2.2	3.8	-0.4	.
CHO-K1 Ca antag	6	-13	-15	-11	-12

#21 COc1ccc(N(C(=O)CNS(=O)(=O)c2ccccc2)C(C(=O)NCc2ccco2)C(C)C)cc1 (centres undefined)
#22 O=C(NCC(c1ccco1)N1CCN(c2ccccc2)CC1)OCc1ccccc1 (centres undefined)
#23 CC(C)(C)c1cc(Cl)ccc1OCCn1ccnc1
#24 CCN(Cc1ccncc1)C(=O)c1ccc(Br)o1
#25 CCCc1nnc(NC(=O)CCC(=O)NCc2ccc(OC)cc2)s1

Compound	21	22	23	24	25
CHRM1 agonist	-7	5	-10	-2	-3
M1 ag parental	0.7	1.5	0.3	4.1	1.3
OXTR potentiator	-12	-7	-2	0	-10
TAAR1 ag	0	-1	9	0	0
CHO-K1 Ca PAM	15	27	-26	11	17
TAAR1 antag	-15	11	0	2	10
CHO parental Ca	-12	-23	5	-2	-5
V1R ag counter	0.5	-0.5	1.8	1.0	-1.9
CHO-K1 Ca antag	-15	-15	13	-7	-15

#26 CCN(CC)C(=O)COc1cc(C)cc2oc(=O)cc(-c3ccccc3)c12
#27 COc1ccc(C(=O)OCC(=O)NCC2CCCCC2)cc1S(=O)(=O)N1CCCc2ccccc21
#28 CCOC(=O)CSc1nnc(CNC(=O)Cc2ccccc2)n1C
#29 CN(C)c1oc(-c2ccc(Cl)cc2)nc1S(=O)(=O)c1ccccc1
#30 C[C@H]1CN([C@@H](C)CO)C(=O)CCCn2nncc2CO[C@@H]1CN(C)Cc1cccc(O)c1

Compound	26	27	28	29	30
CHRM1 agonist	-2	-2	-4	-3	-3
M1 ag parental	3.2	0.1	0.6	0.6	3.7
OXTR potentiator	-13	-9	-6	7	.
TAAR1 ag	11	3	4	0	2
CHO-K1 Ca PAM	-2	12	7	10	11
TAAR1 antag	6	3	12	-15	1
CHO parental Ca	-22	-19	0	-18	.
V1R ag counter	-0.8	0.0	1.3	9.4	.
CHO-K1 Ca antag	1	-10	-1	-2	0

#31 COc1cc(C)ccc1S(=O)(=O)NC(=O)C1(C)CCN1C(=O)c1ccc(C(F)(F)F)nc1C (centres undefined)
#32 COc1ccc(-c2cc([N+](=O)[O-])ccc2OCC(=O)N(C)CC(=O)Nc2ccc(C)cc2)cc1
#33 CSc1ccc(C2NC(=O)c3c(sc4c3CCN(C)C4)N2)cc1 (centres undefined)
#34 COCCNC(=O)C1Cc2c(-c3cccc(NC(C)=O)c3)ccnc2O1 (centres undefined)
#35 Cc1[nH]n2c(=O)cc(C(C)C)nc2c1-c1ccccc1

Compound	31	32	33	34	35
CHRM1 agonist	-1	-6	-2	0	-4
M1 ag parental	-0.5	-0.3	6.4	0.1	-0.1
OXTR potentiator	.	.	-6	.	2
TAAR1 ag	1	0	4	1	0
CHO-K1 Ca PAM	4	11	-2	9	13
TAAR1 antag	-11	10	-34	14	-9
CHO parental Ca	.	.	10	.	-1
V1R ag counter	.	.	2.6	.	-0.3
CHO-K1 Ca antag	1	0	13	-3	0

#36 CCc1ccccc1NC(=O)c1onc(C)c1Cl
#37 O=C(Nc1cccc(C(=O)N2CCCCCC2)c1)c1ccco1
#38 COc1cccc(Cn2cnc3c([N+](=O)[O-])c(C)c(C)cc32)c1
#39 COc1cc(/C=C/C(=O)OCC(=O)NCc2ccc3c(c2)OCO3)cc(OC)c1OC
#40 Cc1ccccc1C(=O)N1CCN(c2ccc([N+](=O)[O-])c(N3CCOCC3)c2)CC1

Compound	36	37	38	39	40
CHRM1 agonist	0	-3	-5	-3	4
M1 ag parental	-0.2	0.5	0.5	0.8	1.8
OXTR potentiator	-3	-2	-19	-5	-3
TAAR1 ag	-1	2	13	15	2
CHO-K1 Ca PAM	3	5	0	9	5
TAAR1 antag	-6	-20	8	0	13
CHO parental Ca	3	-8	-9	-15	-6
V1R ag counter	-0.3	0.6	1.5	-0.1	-0.1
CHO-K1 Ca antag	12	5	16	-18	5

From entry 1 to 2, as listed above:
#1 N/C(=N\OC(=O)COc1cc(Cl)c(Cl)cc1Cl)c1ccncc1
#2 O=C(C1CC(c2ccc(F)cc2)=NO1)N1CCN(Cc2ccccc2)CC1 (centres undefined)

Compound	1	2
CHRM1 agonist	.	-1
M1 ag parental	.	0.5
OXTR potentiator	-15	-1
TAAR1 ag	14	1
CHO-K1 Ca PAM	.	2
TAAR1 antag	-1	-30
CHO parental Ca	2	-11
V1R ag counter	-0.2	0.7
CHO-K1 Ca antag	.	-5

Following part.
#41 O=C(CCc1ccc(Oc2cc([N+](=O)[O-])cc([N+](=O)[O-])c2)cc1)N1CCCCC1
#42 CCOc1ccc(CCN2C(=S)N([C@@H](Cc3ccccc3)CN3CCC[C@@H]3CN3C(=S)NC[C@@H]3Cc3ccc(O)cc3)C[C@@H]2CC(C)C)cc1
#43 CC(C(=O)NC1=NCCS1)N1C(=O)c2ccccc2C1=O (centres undefined)
#44 Cc1ccc(NC(=S)c2nc3ccccc3[nH]2)cc1
#45 Cc1cc(C(F)(F)F)n(-c2nc(C(=O)N/N=C/c3ccc(F)cc3)cs2)n1
#46 COc1cc(OC)c(/C=N/NC(=O)COc2cccc3cccnc23)c(OC)c1
#47 CCOc1ccc(C(=O)NCC(=O)N2CCN(Cc3ccccc3)CC2)cc1

Compound	41	42	43	44	45	46	47
CHRM1 agonist	-1	-7	-5	0	4	-4	-3
M1 ag parental	4.9	0.6	0.0	-0.5	0.6	4.5	0.1
OXTR potentiator	-21	.	-7	-5	3	1	5
TAAR1 ag	10	-1	12	12	4	4	7
CHO-K1 Ca PAM	13	11	12	10	7	1	-4
TAAR1 antag	21	-27	-4	0	27	28	-2
CHO parental Ca	-14	.	-3	-12	-24	-22	-10
V1R ag counter	8.8	.	3.3	-1.0	-0.6	-1.2	1.6
CHO-K1 Ca antag	-3	4	-5	-7	4	-11	-6
